PME-1 Maybridge = inhibitors of human PME-1 in Maybridge library | Q9Y570 | recombinant PME-1, FP-Rh probe fluorescence polarization | inhibition, % at 9 µM | actives 0.5% (n = 16,000) | AID 2291; in the data active = inhibition above about 30%
Nox1 inh = blocks human NADPH oxidase 1 activity | Q9Y5S8 | HT29 cells, luminol chemiluminescence ROS | inhibition, % at 6.7 µM | actives 0.81% (n = 16,000) | AID 1792
S1P1 agonist = activates the human S1P1 receptor; P21453; S1P1 agonist cell-based reporter assay; activation, % at 4.5 µM; actives 1.5% (n = 16,000); in the data active = activation above about 80%
Target sequence (P21453 whole entry, looked up): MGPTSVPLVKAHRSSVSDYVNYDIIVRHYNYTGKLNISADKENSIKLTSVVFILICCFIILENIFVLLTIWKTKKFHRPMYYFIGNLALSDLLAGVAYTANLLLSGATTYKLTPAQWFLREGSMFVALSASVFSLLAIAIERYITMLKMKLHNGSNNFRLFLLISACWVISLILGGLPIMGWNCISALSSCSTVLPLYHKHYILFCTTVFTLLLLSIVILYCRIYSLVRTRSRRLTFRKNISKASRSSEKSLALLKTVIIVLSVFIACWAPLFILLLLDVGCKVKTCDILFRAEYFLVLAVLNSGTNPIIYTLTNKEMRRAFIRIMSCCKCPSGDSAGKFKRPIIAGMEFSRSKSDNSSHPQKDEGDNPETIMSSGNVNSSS
luminol inh ctr = luminol signal inhibition, Nox1 inhibitor counter-screen; HRP/luminol/H2O2 chemiluminescence counterscreen; inhibition, % at 6.7 µM; actives 0.4% (n = 16,000); AID 1823; note: reference of the scale not given here
TLR4-MyD88 inh = inhibitors of human TLR4-MyD88 binding. actives 0.06% (n = 16,000). AID 811. inhibition, % at 10 µM. Cell-based TLR4-MyD88 binding inhibition assay. O00206; in the data active = inhibition above about 45%
rat GALR2 agon = agonists of rat galanin receptor 2 (GALR2); AID 833; O08726; cell-based GALR2 agonist screen; actives 0.5% (n = 16,000); activation, % at 10 µM; in the data active = activation above about 15%
NOTCH agonist = NOTCH pathway agonism | AID 434982 | activation, % at 2.5 µM | actives 0.4% (n = 15,000) | NOTCH signaling luciferase reporter cells, luminescence; in the data active = activation above about 2.2%
OPRK1 antag MB = antagonists of human kappa opioid receptor OPRK1, Maybridge library; actives 0.4% (n = 16,000); AID 652031; inhibition, % at 9 µM; P41145; OPRK1 cells, antagonist mode, fluorescence readout; in the data active = inhibition above about 50%
Target sequence (P41145 whole entry, looked up): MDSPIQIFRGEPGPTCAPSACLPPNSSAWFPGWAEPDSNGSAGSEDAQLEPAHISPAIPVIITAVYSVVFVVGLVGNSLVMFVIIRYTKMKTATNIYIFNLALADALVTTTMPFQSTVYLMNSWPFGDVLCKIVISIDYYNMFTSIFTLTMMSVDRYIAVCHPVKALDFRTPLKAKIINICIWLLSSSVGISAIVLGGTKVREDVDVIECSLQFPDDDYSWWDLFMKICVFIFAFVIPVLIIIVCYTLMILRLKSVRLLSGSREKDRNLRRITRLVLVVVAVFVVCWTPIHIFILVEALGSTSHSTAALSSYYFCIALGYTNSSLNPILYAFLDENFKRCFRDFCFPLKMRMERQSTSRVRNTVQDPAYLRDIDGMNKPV
Starred values were filed as active, the others as inactive; x = not tested or not shown. Cut-off read from the data, not from the text of the source, unless noted: active = inhibition above about 75%; inactive = the rest.

Every second line gives: S1P1 agonist | OPRK1 antag MB | NOTCH agonist | rat GALR2 agon | luminol inh ctr | TLR4-MyD88 inh | Nox1 inh | PME-1 Maybridge
[1] CC/C(=C/c1ccc(OC)c(OCc2ccccc2)c1)[N+](=O)[O-]
 : -27.1 | 31.7 | -1.1 | -0.5 | -1.8 | -0.8 | -11.9 | 1.9
[2] CNC(=O)O/N=C(\N)Cc1csc2ccc(Cl)cc12
 : 3.3 | -11.1 | 0.9 | -0.5 | 1.3 | 2.8 | -13.9 | 1.3
[3] S=c1[nH]c2ccccc2[nH]1
 : -12.0 | -21.9 | 0.4 | -7.4 | 25.5 | -5.8 | -5.4 | -0.9
[4] CS(=N)(=O)CCC(N)C(=O)O (configuration not stated)
 : -6.4 | 3.6 | -0.2 | -4.2 | 2.7 | 1.0 | -40.3 | -3.4
[5] Cc1ccccc1N1CCNCC1
 : 9.2 | 15.1 | -0.4 | -2.8 | -6.1 | -0.8 | 17.6 | 6.2
[6] CCC1(CC)C(=O)C=CNC1=O
 : -8.1 | -0.7 | -0.5 | 0.4 | 2.5 | 0.7 | -93.5 | -5.7
[7] O=C1NC(=O)C(=CC2CC=CCC2)C(=O)N1 (configuration not stated)
 : -11.8 | -4.6 | 0.0 | -5.9 | -1.4 | -0.5 | 10.1 | -4.4
[8] CSc1nc(-c2ccc(Cl)cc2)nn1C(=O)N(C)C
 : -1.7 | 18.2 | -0.1 | -3.7 | -3.5 | 0.5 | 14.6 | 7.4
[9] N#CC(C#N)=Cc1ccc([N+](=O)[O-])s1
 : -9.9 | -3.2 | -0.8 | -1.5 | -0.8 | -9.5 | -46.4 | 3.0
[10] O=[N+]([O-])c1cccnc1N1CCN(CCO)CC1
 : 5.7 | -1.5 | -0.2 | -4.9 | -2.7 | 4.2 | 24.3 | 5.5
[11] N#CC1=C(N)Oc2c(c(=O)oc3ccccc23)C1c1cccnc1 (configuration not stated)
 : -0.7 | 4.6 | -0.5 | -3.1 | 20.5 | 3.3 | -20.0 | -1.4
[12] O=C(NCc1ccccn1)c1ccccc1Cl
 : -15.6 | 0.2 | x | -6.5 | 1.9 | -5.0 | -26.6 | 8.3
[13] OC(c1ccccc1)(c1ccccc1)C1CCNCC1
 : 6.4 | 28.9 | 0.4 | -1.6 | -4.1 | -9.9 | 12.6 | 4.2
[14] COc1ccc(CC2NCCc3cc(OC)c(OC)cc32)cc1OC (configuration not stated)
 : -1.3 | 20.2 | -1.0 | -5.6 | -3.3 | 0.8 | 4.2 | 4.0
[15] O/N=C\c1c[nH]c2ccccc12
 : 18.1 | 3.9 | 0.2 | -8.5 | -13.3 | -3.9 | 11.0 | 2.7

5 compounds out of the list, sorted by SMILES length, highest first.
Every second line gives: S1P1 agonist | OPRK1 antag MB | NOTCH agonist | rat GALR2 agon | luminol inh ctr | TLR4-MyD88 inh | Nox1 inh | PME-1 Maybridge
[7] O=C1NC(=O)C(=CC2CC=CCC2)C(=O)N1 (configuration not stated)
 : -11.8 | -4.6 | 0.0 | -5.9 | -1.4 | -0.5 | 10.1 | -4.4
[13] OC(c1ccccc1)(c1ccccc1)C1CCNCC1
 : 6.4 | 28.9 | 0.4 | -1.6 | -4.1 | -9.9 | 12.6 | 4.2
[12] O=C(NCc1ccccn1)c1ccccc1Cl
 : -15.6 | 0.2 | x | -6.5 | 1.9 | -5.0 | -26.6 | 8.3
[4] CS(=N)(=O)CCC(N)C(=O)O (configuration not stated)
 : -6.4 | 3.6 | -0.2 | -4.2 | 2.7 | 1.0 | -40.3 | -3.4
[3] S=c1[nH]c2ccccc2[nH]1
 : -12.0 | -21.9 | 0.4 | -7.4 | 25.5 | -5.8 | -5.4 | -0.9

Remaining list, next part:
Every second line gives: S1P1 agonist | OPRK1 antag MB | NOTCH agonist | rat GALR2 agon | luminol inh ctr | TLR4-MyD88 inh | Nox1 inh | PME-1 Maybridge
[16] O=C1c2ccccc2-c2ccc3ccccc3c21
 : -0.6 | 15.5 | -0.4 | -5.3 | 1.5 | 7.8 | -31.5 | 0.1
[17] O=C(NNS(=O)(=O)c1ccc(C(F)(F)F)cc1)C1(O)CN2CCC1CC2 (configuration not stated)
 : 8.7 | 6.3 | 0.5 | -2.1 | -5.5 | -5.6 | 16.2 | 2.4
[18] CC(=O)C1=NN(c2ccccc2)C2c3cccc4cccc(c34)C12 (configuration not stated)
 : 0.0 | 14.4 | 0.4 | -4.6 | 1.1 | -8.7 | -32.0 | -2.7
[19] Cc1cc(Br)cc(Br)c1
 : 5.8 | 11.1 | 0.2 | -4.2 | -3.8 | 13.4 | -4.0 | -1.7
[20] Cc1cc(=O)oc2cc(OC(=O)N(C)C)c(Cl)cc12
 : -3.3 | -6.8 | 0.1 | -5.3 | -0.8 | -1.2 | -5.3 | 2.2
[21] CCc1c(C(=O)OC)c2cc(O)ccc2n1Cc1ccccc1
 : 11.1 | -16.5 | 0.1 | -7.2 | 20.4 | 3.3 | -20.4 | -0.3
[22] CN(C)CCCNc1ccc([N+](=O)[O-])c2cccnc12
 : 11.1 | 13.7 | -1.1 | -4.2 | 16.1 | 10.1 | 0.0 | 6.0
[23] N#CCc1cccc(CC#N)c1
 : 4.5 | -11.1 | 0.1 | -2.9 | -0.5 | 2.7 | -37.2 | 2.2
[24] CC(=O)c1ccc(Cl)c(-n2c(=S)[nH]c3ccccc3c2=O)c1
 : -6.3 | -11.1 | -0.2 | -1.7 | 9.7 | 3.6 | -6.0 | 4.6
[25] CN(C)C(=O)Oc1cccc(N)c1
 : -3.4 | -10.6 | -0.6 | -7.3 | 3.2 | -0.4 | -13.0 | -1.8
[26] Cc1nn(Cc2ccccc2Cl)c(=N)s1
 : -5.1 | 18.1 | -0.7 | -6.6 | -1.9 | 2.8 | -77.4 | 2.9
[27] O=C1NC(=S)NC(=O)C1=C/C=C/c1ccccc1
 : 5.6 | -18.1 | 0.2 | -9.4 | 6.0 | 10.5 | -97.3 | -1.9
[28] Cc1c(C)c(C)c(CCN)c(C)c1C
 : 24.9 | 3.7 | -0.2 | -3.0 | -5.5 | -3.0 | -6.6 | 4.5
[29] O=C1C=C(Cl)C(=O)C=C1Cl
 : -5.9 | 17.0 | -0.6 | -4.3 | 2.2 | 1.0 | -3.5 | 7.6
[30] Cc1nc2cc(Cl)ccc2c(=O)n1-c1cccnc1
 : -14.1 | -9.0 | -0.7 | -5.0 | 1.8 | 11.1 | -18.2 | 3.6

Compound profiles, from the list above. Order of values: S1P1 agonist, OPRK1 antag MB, NOTCH agonist, rat GALR2 agon, luminol inh ctr, TLR4-MyD88 inh, Nox1 inh, PME-1 Maybridge
Cc1nc2cc(Cl)ccc2c(=O)n1-c1cccnc1 across the screens: -14.1, -9.0, -0.7, -5.0, 1.8, 11.1, -18.2, 3.6
CC(=O)C1=NN(c2ccccc2)C2c3cccc4cccc(c34)C12 (configuration not stated) across the screens: 0.0, 14.4, 0.4, -4.6, 1.1, -8.7, -32.0, -2.7
Cc1cc(=O)oc2cc(OC(=O)N(C)C)c(Cl)cc12 across the screens: -3.3, -6.8, 0.1, -5.3, -0.8, -1.2, -5.3, 2.2

Molecules above that have a thiophene ring, fused or not, in the order listed:
Every second line gives: S1P1 agonist | OPRK1 antag MB | NOTCH agonist | rat GALR2 agon | luminol inh ctr | TLR4-MyD88 inh | Nox1 inh | PME-1 Maybridge
[2] CNC(=O)O/N=C(\N)Cc1csc2ccc(Cl)cc12
 : 3.3 | -11.1 | 0.9 | -0.5 | 1.3 | 2.8 | -13.9 | 1.3
[9] N#CC(C#N)=Cc1ccc([N+](=O)[O-])s1
 : -9.9 | -3.2 | -0.8 | -1.5 | -0.8 | -9.5 | -46.4 | 3.0

Carrying on.
Every second line gives: S1P1 agonist | OPRK1 antag MB | NOTCH agonist | rat GALR2 agon | luminol inh ctr | TLR4-MyD88 inh | Nox1 inh | PME-1 Maybridge
[31] CC12CCC3C(CC4OCC35CCC(O)C[C@]45Br)C1CCC2OC(=O)c1ccccc1 (some centres not stated)
 : -4.3 | 17.2 | -0.5 | -7.0 | -0.1 | 0.2 | -23.8 | 5.9
[32] CC1=C2[C@H]3OC(=O)[C@@H](C)[C@@H]3CC[C@@]2(C)C=CC1=O
 : -6.2 | -0.5 | -0.3 | -4.3 | 1.1 | -3.6 | -52.2 | 0.5
[33] O=C(N1CCCCC1)C(Cl)(Cl)Cl
 : 7.1 | 0.8 | -0.8 | -7.0 | 1.6 | 10.6 | -78.8 | -2.4
[34] CCOC(=O)C(O)(c1ccc(NC(=O)Oc2ccccc2)cc1)C(F)(F)F (configuration not stated)
 : 8.7 | 10.5 | 0.1 | -4.8 | -28.9 | -8.7 | -14.3 | -2.6
[35] CC1(c2ccc(Cl)cc2Cl)OCC(Cn2cncn2)O1 (configuration not stated)
 : 21.3 | -7.5 | -0.2 | -3.2 | 5.0 | -0.4 | -30.4 | -1.5
[36] CC1CCN(CC(=O)Nc2ccc(Cl)cc2C(=O)c2ccccc2Cl)CC1
 : -17.9 | -25.9 | x | -8.5 | -1.1 | 1.0 | 10.0 | -1.2
[37] CC(C)(C)c1ccc(C(=O)Nc2ccc3c(C(F)(F)F)cc(=O)oc3c2)cc1
 : -5.9 | 17.6 | -0.1 | 1.1 | -3.8 | 0.8 | 4.1 | -1.4
[38] C=C1CC[C@@H]2CCC3C(CCC4(C)C3CC[C@]4(C)O)C2(C)C1 (some centres not stated)
 : -2.5 | 2.8 | -0.4 | -7.1 | -2.9 | 9.2 | -3.5 | 0.0
[39] CC1(C)S[C@@H]2[C@H](N)C(=O)N2[C@H]1C(=O)O
 : -6.2 | 10.2 | -0.1 | -3.6 | -3.6 | -1.6 | 10.6 | -2.0

Single values from the entries so far.
CC1=C2[C@H]3OC(=O)[C@@H](C)[C@@H]3CC[C@@]2(C)C=CC1=O @ TLR4-MyD88 inh = -3.6
CC12CCC3C(CC4OCC35CCC(O)C[C@]45Br)C1CCC2OC(=O)c1ccccc1 (some centres not stated) @ PME-1 Maybridge = 5.9
CC1(c2ccc(Cl)cc2Cl)OCC(Cn2cncn2)O1 (configuration not stated) @ PME-1 Maybridge = -1.5
CC1CCN(CC(=O)Nc2ccc(Cl)cc2C(=O)c2ccccc2Cl)CC1 @ OPRK1 antag MB = -25.9

From PubChem BioAssay

Not all compounds are listed; the hit share may differ from the screen's.
